Neddyl block: inhibitors of human cullin neddylation. calls only at 25 µM. P61081+Q13564. AID 651699. TR-FRET cullin neddylation, biochemical. 360,000 compounds, 0.58% hits; in the data active means inhibition above about 36%
Target sequence (P61081 whole entry, looked up): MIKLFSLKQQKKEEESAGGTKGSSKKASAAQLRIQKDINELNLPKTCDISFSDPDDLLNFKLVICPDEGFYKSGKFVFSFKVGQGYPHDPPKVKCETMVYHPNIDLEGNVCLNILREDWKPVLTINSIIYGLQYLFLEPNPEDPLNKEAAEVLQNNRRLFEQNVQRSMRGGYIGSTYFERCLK
Target sequence (Q13564 whole entry, looked up): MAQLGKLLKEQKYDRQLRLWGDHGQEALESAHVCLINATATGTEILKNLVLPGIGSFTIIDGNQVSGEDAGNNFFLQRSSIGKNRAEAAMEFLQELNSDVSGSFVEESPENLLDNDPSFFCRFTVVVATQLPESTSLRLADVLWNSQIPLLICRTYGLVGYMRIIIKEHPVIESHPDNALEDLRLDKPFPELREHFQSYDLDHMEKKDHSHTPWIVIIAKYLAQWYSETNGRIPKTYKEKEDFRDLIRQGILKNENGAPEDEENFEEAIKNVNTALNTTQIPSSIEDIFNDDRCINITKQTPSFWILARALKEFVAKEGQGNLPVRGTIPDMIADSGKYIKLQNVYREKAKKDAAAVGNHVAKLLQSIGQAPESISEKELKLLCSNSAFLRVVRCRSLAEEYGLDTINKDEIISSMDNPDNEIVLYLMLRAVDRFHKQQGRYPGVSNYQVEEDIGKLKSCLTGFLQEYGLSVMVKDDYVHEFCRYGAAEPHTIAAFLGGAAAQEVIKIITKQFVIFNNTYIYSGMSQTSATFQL
DNMT1 block: blocks human DNA methyltransferase DNMT1; AID 588458; inhibition (reported as % activation of signal), % at 10 µM; P26358; 360,000 compounds, 0.83% hits; DNMT1 molecular beacon, Hinp1I cleavage, fluorescence; in the data active means inhibition above about 50%
NRP1-CendR mod: modulators of CendR peptide binding to human neuropilin-1. FAM-RPARPAR peptide binding to NRP-1, fluorescence polarization. inhibition, % at 25 µM. 360,000 compounds, 0.85% hits;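 active means inhibition or corrected inhibition above about 18%, plus a signal ratio from 0.5 to 1.5, limit read from the data, passing the limit was not always enough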; further: strong numbers were not always called active
Scp1 inh: inhibitors of human Scp-1 phosphatase; Q9GZU7; Recombinant Scp1, phosphopeptide, malachite green phosphate absorbance; inhibition, % at 20 µM; 340,000 compounds, 0.88% hits; AID 493091;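 active means inhibition above about 50% at 20 µM, limit read from the data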;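 further: plate controls were DMSO wells with enzyme for no effect and wells lacking enzyme for full effect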
Target sequence (Q9GZU7 76-261 limits assumed): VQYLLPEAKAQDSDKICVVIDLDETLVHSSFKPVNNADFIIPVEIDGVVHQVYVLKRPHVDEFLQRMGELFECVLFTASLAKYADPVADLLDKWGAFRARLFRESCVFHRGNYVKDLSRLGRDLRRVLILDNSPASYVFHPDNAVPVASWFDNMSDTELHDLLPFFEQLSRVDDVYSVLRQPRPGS
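Times: enzyme reaction 45 min at room temperature, colour 5 min, stabilisation 30 min. Material: SCP-1 catalytic fragment, aa 76-261. Medium: Acidic Tris acetate buffer with magnesium and detergent. Signal: colorimetric free-phosphate detection, absorbance 630 nm. Read-out basis: % inhibition of SCP-1 phosphate liberation. Reagent: Phosphorylated 17-residue peptide substrate.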
SKN-1 inh: C. elegans SKN-1 inhibition; C. elegans VP596 Pgst-4::GFP/RFP ratio, acrylamide-induced, 24 h; inhibition, % at 21.8 µM; 360,000 compounds, 0.49% hits;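 active means interference check ratio from 0.5 to 1.5 plus GFP to RFP signal ratio inhibition reaching or exceeding a fixed threshold, cut at about 30% in these data, passing the limit was not always enough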; further: some compounds called inactive have numbers as strong as hits
NadD block: NadD (S. aureus) enzyme inhibition; inhibition, % at 20 µM; 360,000 compounds, 0.78% hits; purified NadD enzyme, colorimetric absorbance read-out; in the data active means inhibition above about 26%; further: some compounds past the cut are filed as inactive
LMPTP inh: blocks human LMPTP phosphatase. P24666. recombinant LMPTP-A, OMFP fluorogenic substrate, fluorescence intensity. inhibition, % at 20 µM. 360,000 compounds, 0.22% hits;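 active means compounds that cut the enzyme signal by at least half of the control window in the single-dose screen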;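 further: plate controls were DMSO wells with enzyme plus substrate for no effect and substrate without enzyme for full effect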
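Assay system: LMPTP-A, protein tyrosine phosphatase of low molecular weight / Medium: pH 6.0 Bis-Tris buffer with DTT and Triton X-100 / Schedule: 50 min enzyme reaction at room temperature, protected from light / Measured by: endpoint fluorescence intensity from OMFP dephosphorylation / Read-out basis: % inhibition relative to no-enzyme and uninhibited control wells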
STEP block: blocks human striatal-enriched tyrosine phosphatase. P54829. recombinant STEP, OMFP fluorogenic substrate, fluorescence. inhibition, % at 20 µM. 360,000 compounds, 0.25% hits;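 active means inhibition at 20 µM, scaled per plate between control wells, above about 37%, limit read from the data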;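 further: 0% = DMSO with enzyme and substrate and 100% = substrate only without enzyme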
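Measure: Control-normalized % inhibition with plate pattern correction | Test system: STEP phosphatase, cell-free reaction | Medium: pH 6.0 Bis-Tris with DTT and Tween 20 | Technique: Fluorescence, 480/540 nm | Times: Reaction 20 min, ambient temperature | Doses: Single compound dose of 20 µM, 1% DMSO final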
SUMO1-SIM PPI: modulators of human SUMO1-mediated protein-protein interactions | inhibition, % at 20 µM | P63165 | SUMO1 binding to a labelled peptide, TR-FRET, 1 h | 360,000 compounds, 0.33% hits; in the data active means inhibition above about 37%
Target sequence (P63165 whole entry, looked up): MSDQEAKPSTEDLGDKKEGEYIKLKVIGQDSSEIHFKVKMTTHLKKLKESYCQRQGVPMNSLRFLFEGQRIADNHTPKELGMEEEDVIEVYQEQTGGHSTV
TbMetRS inhib: blocks T. brucei methionyl-tRNA synthetase activity; purified T. brucei MetRS, ATP depletion, Kinase-Glo luminescence; inhibition, % at 11.9 µM; 360,000 compounds, 0.4% hits; AID 624268;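 active means inhibition above a per-plate cutoff of the control wells' mean inhibition plus 3 SD, cut at about 5.5% in these data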;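 further: 0% = DMSO wells median and 100% = median of wells with control inhibitor compound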
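technique = Kinase-Glo luminescence, ATP depletion format | system = purified MetRS (methionyl-tRNA synthetase) enzyme from Trypanosoma brucei | timing = 15 min preincubation, 2 h reaction, all 25 °C | evaluation = percent inhibition versus plate control medians | dosing = single dose, 11.9 µM final nominal, 0.9% final DMSO | also added = substrates ATP, L-methionine and bulk Escherichia coli tRNA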
An asterisk follows results filed as active; i = inactive; / = no result given.

cpd	compound	Neddyl block	DNMT1 block	NRP1-CendR mod	Scp1 inh	SKN-1 inh
1	Cc1cc(C)c(C)c(S(=O)(=O)NC(C(=O)O)C(C)C)c1C (stereo unspecified)	i	0	-4	-4	-5
2	O=C1CSC(=S)N1Cc1cccnc1	i	-6	-70	6	2
3	O=C(COc1cc2oc(=O)c3c(c2cc1Cl)CCC3)Nc1ccccn1	i	-1	5	1	-1
4	O=C(C[C@@H]1C/C=C\CCCC(=O)OC[C@@H](c2ccccc2)NC1=O)NCCO	i	2	-5	-6	-7
5	COc1ccccc1CC(NC(C)=O)C(=O)NC1CCN(C(=O)c2ccc(C)cc2)CC1 (stereo unspecified)	i	0	2	-5	12
6	Fc1ccc(-c2ccc3c(c2)C2CC3CCN2)cc1 (stereo unspecified)	i	0	-10	-12	4
7	C[C@H](CO)N1C[C@H](C)[C@@H](CN(C)S(C)(=O)=O)Oc2ccc(NC(=O)c3ccncc3)cc2C1=O	i	8	1	14	4
8	O=[N+]([O-])c1ccc(Oc2cccnc2)nc1	i	5	0	0	-4
9	CN(C)c1ccc(S(=O)(=O)N2CCCCC2)cc1NC(=O)CCNC(=O)c1ccc(Cl)cc1	i	-1	12	-6	-3
10	Cc1cc(C)n2nc(SCC(=O)N3CCOCC3)nc2n1	i	3	-1	-5	-8
11	O=C(NCc1ccco1)C1CC(c2cc(C(F)(F)F)cc(C(F)(F)F)c2)=NO1 (stereo unspecified)	i	8	4	-2	-11
12	COc1ccc(C(C)=O)cc1CN1C(=O)NC(CC(C)C)C1=O (stereo unspecified)	i	1	-6	-1	-2

cpd	NadD block	LMPTP inh	STEP block	SUMO1-SIM PPI	TbMetRS inhib
1	-7	-0.3	2	0	-0.6
2	-3	0.4	0	-2	-0.5
3	0	15	5	7	0.1
4	-1	0.9	1	3	-0.1
5	-8	-0.3	-3	2	-0.2
6	8	-1.3	0	-1	-1.2
7	2	-0.9	0	1	-0.1
8	-6	-1.4	2	-20	0.3
9	-2	-0.3	1	-4	-0.5
10	-4	0.3	0	1	-0.5
11	-4	-0.2	0	1	-0.5
12	-2	-0.5	0	-2	-0.5

Copied from above: entries 1 to 6
cpd	compound	Neddyl block	DNMT1 block	NRP1-CendR mod	Scp1 inh	SKN-1 inh
1	Cc1cc(C)c(C)c(S(=O)(=O)NC(C(=O)O)C(C)C)c1C (stereo unspecified)	i	0	-4	-4	-5
2	O=C1CSC(=S)N1Cc1cccnc1	i	-6	-70	6	2
3	O=C(COc1cc2oc(=O)c3c(c2cc1Cl)CCC3)Nc1ccccn1	i	-1	5	1	-1
4	O=C(C[C@@H]1C/C=C\CCCC(=O)OC[C@@H](c2ccccc2)NC1=O)NCCO	i	2	-5	-6	-7
5	COc1ccccc1CC(NC(C)=O)C(=O)NC1CCN(C(=O)c2ccc(C)cc2)CC1 (stereo unspecified)	i	0	2	-5	12
6	Fc1ccc(-c2ccc3c(c2)C2CC3CCN2)cc1 (stereo unspecified)	i	0	-10	-12	4

cpd	NadD block	LMPTP inh	STEP block	SUMO1-SIM PPI	TbMetRS inhib
1	-7	-0.3	2	0	-0.6
2	-3	0.4	0	-2	-0.5
3	0	15	5	7	0.1
4	-1	0.9	1	3	-0.1
5	-8	-0.3	-3	2	-0.2
6	8	-1.3	0	-1	-1.2

Next part.
cpd	compound	Neddyl block	DNMT1 block	NRP1-CendR mod	Scp1 inh	SKN-1 inh
13	COc1ccc(N(C(=O)CCC(=O)Nc2cc(C)on2)C(C(=O)NC2CCCC2)c2ccco2)cc1 (stereo unspecified)	i	-4	-11	-9	6
14	CCS(=O)(=O)c1ccc2oc(SCC(=O)Nc3ccc(OC)c(OC)c3)nc2c1	i	0	6	-11	-8
15	CCC(C)n1c(SCC(=O)NCc2ccco2)nnc1-c1cccc(S(=O)(=O)N2CCOCC2)c1 (stereo unspecified)	i	0	3	-3	-8
16	O=C(COc1ccc(S(=O)(=O)N2CCCCC2)cc1)Nc1ccccc1F	i	-2	0	-12	17
17	Cc1ccc(-c2noc(CNC(=O)c3ccc4c(c3)OCO4)n2)cc1	i	-3	10	3	-12
18	CCOc1cccc(SCc2noc(C(=O)NCCOC)c2C(=O)O)c1	i	5	8	-5	-4
19	CCCCSc1n[nH]c(=S)c2nc[nH]c12	i	0	5	14	-3
20	Nn1cc(-c2ccccc2)nc1SCC(=O)NCC1CCCO1 (stereo unspecified)	i	2	2	-1	3
21	CCC(=O)N1CCN(c2cc(N3CCN(C)CC3)c(F)cc2[N+](=O)[O-])CC1	i	4	-3	-5	-5
22	CCCCCCCCN1C(=O)[C@H](CC(=O)NCCCN2CCCC2=O)C[C@@]2(C(=O)OCC)CCCC=C12	i	/	-3	/	2
23	Cc1ccc(C2/C(=C(\O)c3ccc4c(c3)OCCO4)C(=O)C(=O)N2Cc2cccnc2)cc1 (stereo unspecified)	i	1	10	-8	21
24	COc1cccc(CN(CC(=O)NCc2ccccc2)S(=O)(=O)CCl)c1	i	3	-1	-5	14

cpd	NadD block	LMPTP inh	STEP block	SUMO1-SIM PPI	TbMetRS inhib
13	2	-0.8	0	4	0.1
14	-5	0.8	2	0	0.1
15	-4	-0.3	-3	0	-0.6
16	-4	0.1	-2	7	-0.3
17	-9	1.1	-1	1	-1.0
18	-3	-0.5	2	4	0.0
19	6	-18	2	2	-0.3
20	-5	-1.6	-3	5	-0.8
21	-1	0.9	-1	-28	-0.3
22	3	-0.5	/	6	-2.2
23	5	3.2	4	-6	0.1
24	-2	-0.4	0	2	-0.1

More results.
cpd	compound	Neddyl block	DNMT1 block	NRP1-CendR mod	Scp1 inh	SKN-1 inh
25	CN(CCCCCCN(C)Cc1ccccc1O)Cc1ccccc1O	i	-3	-1	-3	-2
26	CCc1ccc(NC(=O)Cn2c(=O)c3cccn3c3ccccc32)cc1	i	55*	-14	-7	18
27	COc1ccccc1CC(=O)N1CCN(c2ccccc2F)CC1	i	-1	8	-4	13
28	CC[C@H](C)[C@H](NC(=O)[C@H](Cc1ccc(O)cc1)NC(=O)[C@@H](N)C(C)C)C(=O)N[C@@H](Cc1cnc[nH]1)C(=O)N1CCC[C@H]1C(=O)N[C@@H](Cc1ccccc1)C(=O)O	i	0	5	-6	-1
29	CCOC(=O)c1cnc(SCC(=O)OC)nc1N	i	-1	3	-3	9
30	C1=CC2c3ccccc3NC(c3ccncc3)C2C1 (stereo unspecified)	i	-45	-3	-14	10
31	COc1cccc(CNC(=O)c2ccccc2SCC(=O)N2CCCC2)c1	i	-2	13	1	3
32	CCCc1nnc(SCC(=O)Nc2ccc(C(=O)OCC)cc2)o1	i	1	2	-4	13
33	CCn1c(=O)n(CC)c2cc(S(N)(=O)=O)ccc21	i	-2	0	-12	-6
34	Cn1c(Oc2ccccc2NCc2cccc(Br)c2)cc(=O)n(C)c1=O	i	-1	2	-12	14
35	Cc1nc2cc(-c3ccccc3)[nH]n2c(=O)c1C	/	-1	-3	-2	10
36	COc1cc(C(=O)N/N=C/c2ccccn2)cc(OC)c1OC	i	6	8	-6	1

cpd	NadD block	LMPTP inh	STEP block	SUMO1-SIM PPI	TbMetRS inhib
25	-6	-0.4	-1	-2	-1.3
26	8	1.0	3	-1	-0.1
27	0	-0.9	3	-1	0.4
28	2	-1.1	1	4	-0.9
29	-5	-1.7	0	1	-0.3
30	17	1.8	16	-13	-0.4
31	-2	-0.6	-1	5	-0.4
32	-4	-1.2	-1	4	-0.1
33	0	-0.7	-1	-1	0.5
34	6	0.2	1	0	-0.4
35	-5	-2.9	0	2	-0.2
36	1	0.4	-3	-3	-0.6

(cont.)
cpd	compound	Neddyl block	DNMT1 block	NRP1-CendR mod	Scp1 inh	SKN-1 inh
37	Cc1ccc(S(=O)(=O)C(c2ccccc2)c2c(C)noc2C)cc1 (stereo unspecified)	i	-2	3	-8	10
38	Cc1cc2c(=O)n(C)c(SCC(=O)Nc3ccccc3)nc2s1	i	1	-3	-8	8
39	O=C(CCN1C(=O)C2CCCCC2C1=O)Nc1nc(-c2ccccc2)cs1 (stereo unspecified)	i	0	4	9	-1
40	O=C(N/N=C\c1ccc(Br)cc1)c1ccc(Cn2cccn2)o1	i	-1	-5	-4	7
41	CCCCNC(=O)N1CCN(c2ccccc2OCC)CC1	i	0	2	3	-5
42	Cc1ccc[n+](-c2[nH]c(=O)sc2/C=N/NC(=O)c2ccccc2[O-])c1	i	4	-14	-7	2
43	COc1cccc(C(=O)Nc2ccc3c(c2)C(=O)c2ccccc2C3=O)c1	i	74*	-28	75*	2
44	Cc1cccc(C)c1NC(=S)N/N=C/c1ccc(OCCC(C)C)cc1	i	-6	1	-4	7
45	CCOC(=O)C1=C(C)N=C2SCCC(=O)N2[C@@H]1/C=C/c1ccccc1	i	-4	1	-1	-8
46	COc1cc2nc(SCC(=O)NCc3ccco3)n(Cc3ccc(Cl)cc3)c(=O)c2cc1OC	i	47	10	-7	6
47	COCCN(C(=O)COC(=O)C(c1ccccc1)c1ccccc1)c1c(N)n(Cc2ccccc2)c(=O)[nH]c1=O	i	-3	5	-1	4
48	CCc1ccccc1NC(=O)C1CCCN(S(=O)(=O)c2c(C)noc2C)C1 (stereo unspecified)	i	13	-2	-3	28

cpd	NadD block	LMPTP inh	STEP block	SUMO1-SIM PPI	TbMetRS inhib
37	-4	-1.1	2	32	-0.4
38	4	-0.7	0	-3	0.1
39	-2	0.6	-2	2	-0.1
40	-4	-1.8	-1	-8	-0.4
41	-2	-0.3	-1	-1	-1.5
42	-3	-1.6	-1	0	0.4
43	0	33	60*	4	-0.8
44	5	2.7	-1	2	-0.2
45	4	0.0	-1	-8	0.3
46	-2	-1.1	8	1	0.4
47	3	-0.4	-2	3	-0.5
48	1	2.1	0	2	-0.6

Source: PubChem BioAssay (several laboratories)
